# Screening data: PubChem BioAssay, several laboratories
# hiPSC survival – increases survival of single human iPS cells; actives 0.044% (n = 360,000); hiPSC single-cell survival, ATPlite luminescence; 100% = ROCK inhibitor wells, 0% = DMSO; AID 602274; survival enhancement, % at 20 µM; in the data active = survival enhancement above about 18%;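 also: cells exposed to compounds for 16 hours before the ATP read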
# Peg3 promoter – Peg3 promoter activity inhibition. inhibition, % at 20 µM. actives 1.7% (n = 360,000). HeLa PEG-Prom luciferase reporter, luminescence, overnight;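 active = inhibition of at least 50% at 20 µM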
# NR2E3 ag-1 – activates human NR2E3 receptor; AID 602229; actives 0.35% (n = 360,000); CHO-S Gal4-NCOR/VP16-NR2E3 two-hybrid, luciferase; inhibition of corepressor binding, % at 3.98 µM; Q9Y5X4;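 active = inhibition above the mean of all tested compounds plus 3 SD, cut at about 70% in these data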;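 also: 0% = DMSO with NR2E3 transfected cells and 100% = cells lacking NR2E3 construct; higher means lower luciferase signal from less NR2E3 corepressor binding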
# Target sequence (Q9Y5X4 whole entry, looked up, the tested form may be a part): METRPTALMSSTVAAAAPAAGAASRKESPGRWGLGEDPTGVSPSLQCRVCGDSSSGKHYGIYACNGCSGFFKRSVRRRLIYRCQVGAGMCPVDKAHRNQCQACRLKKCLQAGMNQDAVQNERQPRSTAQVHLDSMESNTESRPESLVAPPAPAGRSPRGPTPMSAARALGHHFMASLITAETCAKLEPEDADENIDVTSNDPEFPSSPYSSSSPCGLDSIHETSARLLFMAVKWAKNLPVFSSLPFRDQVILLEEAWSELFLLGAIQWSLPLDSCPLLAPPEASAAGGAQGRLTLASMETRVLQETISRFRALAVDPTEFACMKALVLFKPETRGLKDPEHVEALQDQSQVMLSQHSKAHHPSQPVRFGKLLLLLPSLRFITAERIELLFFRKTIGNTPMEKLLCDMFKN
# aDG glyco up – increases alpha dystroglycan glycosylation | activation, % at 10 µM | actives 0.22% (n = 360,000) | AID 624168 | Pro5-aDG cells, alpha-DG glycosylation AlphaScreen (IIH6); 0% Pro5, 100% B10-LARGE cell signal;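 active = activation of at least 8% versus controls, or a plate z-score of at least 8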;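 also: Pro5 are CHO cells carrying HIG-tagged alpha-DG that lacks glycosylation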
# Vif imaging – blocks HIV Vif function | inhibition, % at 7.49 µM | actives 0.35% (n = 340,000) | HEK293T cells, Vif self-association by quenched fluorescence, imaging, 24 h | AID 602346; in the data active = inhibition above about 50%, passing the limit was not always enough; also: some results filed as inactive read as strong as hits
# Exocytosis inh – blocks lytic granule exocytosis | inhibition, % at 10 µM | TALL-104 LAMP-1 surface exposure, flow cytometry; cells stimulated with thapsigargin and PMA | AID 651702 | actives 0.66% (n = 360,000);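 active = inhibition above about 55%, limit read from the data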
# TRPM1 prom inh – MITF TRPM1 promoter inhibition in SK-MEL-5 cells | SK-MEL-5 TRPM1 promoter luciferase, 24 h | inhibition, % at 12.5 µM | actives 0.83% (n = 330,000) | AID 488899;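 active = mean inhibition across replicates of 60% or more, whatever share of single replicates reaches that level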; also: values of inactives mirror those of a sister screen read the other way
# HIF-2a inh – HIF-2a inhibition | 786-0 RCC cells HIF-2a reporter, luciferase luminescence, overnight | inhibition, % at 18.8 µM | actives 0.72% (n = 360,000) | AID 624352;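 active = inhibition of the luminescence signal of 40% or more relative to plate controls, in a single-dose primary screen at 18.75 µM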
# PDI turbidity – PDI (human) enzyme inhibition; P07237; PDI insulin aggregation turbidity, A650, 90 min; inhibition, % at 10 µM; actives 0.052% (n = 350,000); AID 588391;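 active = mean inhibition across replicates of 30% or more, whatever share of single replicates reach that level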;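 also: absorbance from insulin aggregation driven by PDI reduction with DTT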
# Target sequence (P07237 whole entry, looked up): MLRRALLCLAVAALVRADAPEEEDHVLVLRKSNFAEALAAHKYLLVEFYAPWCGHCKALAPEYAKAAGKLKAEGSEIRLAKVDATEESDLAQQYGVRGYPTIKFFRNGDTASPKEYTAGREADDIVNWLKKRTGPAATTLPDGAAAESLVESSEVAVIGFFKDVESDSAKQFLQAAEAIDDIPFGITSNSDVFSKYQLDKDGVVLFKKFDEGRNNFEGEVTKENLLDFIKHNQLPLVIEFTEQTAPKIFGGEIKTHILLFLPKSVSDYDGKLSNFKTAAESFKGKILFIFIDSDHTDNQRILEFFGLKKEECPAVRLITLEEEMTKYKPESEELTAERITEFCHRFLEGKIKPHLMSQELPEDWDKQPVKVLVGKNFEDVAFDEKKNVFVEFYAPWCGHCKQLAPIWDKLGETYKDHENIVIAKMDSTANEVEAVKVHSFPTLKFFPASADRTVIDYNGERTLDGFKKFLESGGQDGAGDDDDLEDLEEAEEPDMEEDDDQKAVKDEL
# NR2E3 ag-2 – agonists of human nuclear receptor NR2E3. Q9Y5X4. GST-NR2E3/biotin-RetCOR TR-FRET, 1536-well. inhibition of corepressor binding, % at 4.78 µM. actives 0.12% (n = 320,000). AID 2300;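 active = percent inhibition above the cutoff of mean plus 3 SD of all tested compounds, set per screening campaign, cut at about 20% in these data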;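 also: 0% = DMSO wells and 100% = biotin wells as full block of FRET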
#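 Material: NR2E3–RetCOR corepressor complex / Amount: 1.35 nM GST-NR2E3 / Medium: Tris pH 7.5 / Compound: single nominal compound dose of 4.8 µM / Incubation: 5 h at 4 °C / Technique: TR-FRET, Eu(K)-anti-GST donor, streptavidin-D2 acceptor, ex 340, em 617/671 nm / Read-out basis: percent loss of FRET ratio relative to control wells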
# CaV13 FRET inh – Primary screen for inhibitors of IQ motif and Ca2+-dependent inactivation inhibitor domain binding in CACNA1D, Förster resonance energy transfer in living cells, …. inhibition, % at 12.3 µM. HEK cells, CFP/YFP FRET ICDI-IQ, plate reader, 10 min; percent FRET-ratio fall versus neutral wells. actives 0.098% (n = 340,000);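 active = mean replicate inhibition of at least 30% and at least 1% of replicates passing that level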;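 also: 0% = median of the neutral control wells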
# * hit, by the source's call; . = no result given.
# Every second line gives: hiPSC survival	Peg3 promoter	NR2E3 ag-1	aDG glyco up	Vif imaging	Exocytosis inh	TRPM1 prom inh	HIF-2a inh	PDI turbidity	NR2E3 ag-2	CaV13 FRET inh
- COCCn1nnnc1C(c1ccccc1OC)N1CCN(c2ccccc2)CC1 (configuration not stated)
    0.0	9	-16	0.0	4	1	-5	16	4	3	-7
- O=c1c(C=Nc2ccc(Oc3ccccc3)cc2)c[nH]n1-c1cccc(Cl)n1
    -1.1	9	-10	-0.3	1	8	6	-6	-5	1	.
- CC(=O)Nc1ccc(-c2ccnc3c2CC(C(=O)Nc2cccnc2)O3)cc1 (configuration not stated)
    -1.0	28	-19	-0.3	-1	-8	.	18	-2	.	-5
- CCCN1Cc2cccc(C(=O)N3CCN(c4cc(Cl)ccc4C)CC3)c2C1=O
    6.4	9	17	0.1	12	2	.	8	.	3	.
- COc1ccc(CCN(C)C(=O)CSc2nc3ccccc3c(=O)n2CC2CCCO2)cc1OC (configuration not stated)
    0.1	-4	14	0.1	-10	-5	4	7	4	.	-6
- Cc1cc(OCC(=O)O/N=C(\N)c2ccccc2)ccc1Br
    -1.4	-134	-28	0.5	11	1	-18	-205	10	-3	-16
- Cc1ccc(Cl)c(OCC(=O)N2CCc3ccccc3C2)c1
    0.4	-181	-63	-0.1	2	-1	-63	-243	14	1	-4
- Cc1cc(Oc2ccc(=O)n(C)n2)nc(SCC(N)=O)n1
    -0.5	9	-14	-0.1	-5	-2	10	14	-4	4	4
- O=c1cc(-c2cccc3ccccc23)[nH][nH]1
    3.1	-1	-16	0.0	7	2	7	4	3	1	-5
- Cc1ccc(SCC(=O)Nc2ccccc2C(=O)N2CCOCC2)cc1
    -0.3	1	4	0.3	1	1	-3	7	6	2	-16
- Cc1ccccc1N/N=C/c1c(C)nc2ccccn12
    1.3	-6	-30	-0.1	4	9	16	7	-3	-5	-7
- N#CCSc1nc2c(cc1C#N)CCCC2
    -3.8	-49	-9	-0.2	-7	-4	-15	-62	4	1	-4
- CCCc1cc(C(=O)NNC(=S)Nc2cccc(C)c2)cs1
    -1.6	-266	-114	0.0	5	-4	-64	-225	11	-1	-4
- COc1cc(C(=O)N=c2sc3ccccc3n2C)cc(OC)c1OC
    0.1	-132	-61	-0.4	-1	1	-16	-177	2	3	-4
- CSCC[C@H](NC(=O)Cc1c(C)c2cc3c(C)c(C)oc3cc2oc1=O)C(=O)N[C@@H](C(=O)O)c1ccccc1
    -2.0	-7	-22	0.1	-10	-1	.	0	.	.	.

# Next part.
# Every second line gives: hiPSC survival	Peg3 promoter	NR2E3 ag-1	aDG glyco up	Vif imaging	Exocytosis inh	TRPM1 prom inh	HIF-2a inh	PDI turbidity	NR2E3 ag-2	CaV13 FRET inh
- Cc1ccc(NC(=O)c2cccc(S(=O)(=O)NCc3ccccc3)c2)nc1
    -0.3	5	5	0.3	-2	0	0	5	-2	-3	-13
- O=C(NC1CCCc2ccccc21)c1c(F)cccc1Cl (configuration not stated)
    -0.5	10	7	0.3	11	-10	-9	21	-5	-2	-4
- CCCCCCCCC(c1nc2ccccc2[nH]1)N1CCN=C(c2ccccc2)C1=O (configuration not stated)
    -2.8	8	-17	0.0	-4	3	.	10	.	.	-6
- O=C(c1cc(-c2ccccn2)nc2ccccc12)N1CCN(c2ncccn2)CC1
    -0.3	-16	-4	0.1	-4	1	-9	-14	-2	1	-1
- CC1=C(C#N)C(=O)OC(C)(C)C1
    10	-2	-9	0.1	0	0	9	23	-18	1	-3
- NC(=O)c1ccsc1NC(=O)Cc1ccc([N+](=O)[O-])cc1
    -0.4	-36	-7	0.0	-2	-6	-7	-43	-2	-2	-1
- COc1ccc(C(=O)NCC(=O)N2CCN(c3ncccn3)CC2)cc1OC
    -1.1	3	-2	0.9	-2	-4	1	-1	-4	1	-5
- COc1cccc(NC(=O)c2ccc(-n3cnnn3)cc2)c1
    -0.7	-97	-24	0.0	-2	-2	-43	-50	8	6	-4
- O=C1C=CC(c2ccccc2)(c2ccccc2)CC1
    1.6	3	-28	0.0	-10	-1	1	2	7	.	-19
- COc1ccc(-c2cc(C(F)F)n3ncc(C(=O)Nc4cc(C)on4)c3n2)cc1
    6.3	2	-7	-0.3	2	0	39	26	2	1	-16
- CCN(CC)CCn1c(SCC(=O)Nc2cccc(OC)c2)nc2c(sc3ccccc32)c1=O
    -0.6	47	-20	1.7	7	69*	20	-18	0	3	-18
- COc1ccc(NC(=O)CN(C)C(=O)c2oc3c(ccc4ccccc43)c2C)cc1
    0.4	11	-7	0.1	17	-2	13	17	-3	-2	-2
- O=C(COc1ccc2c3c(c(=O)oc2c1)CCCC3)N[C@@H](Cc1ccccc1)C(=O)O
    -0.4	-11	4	-0.2	7	-4	.	2	.	-3	.
- CCn1c(CNc2cccc(Cl)c2)nnc1SCC(=O)OC1CCCCC1
    -0.3	14	-24	-0.1	-3	0	9	-2	-3	-3	-5
- CCCCCOC(=O)NC1CCS(=O)(=O)C1 (configuration not stated)
    0.1	10	11	-0.2	-7	0	22	2	-1	1	11

# Additional compounds.
# Every second line gives: hiPSC survival	Peg3 promoter	NR2E3 ag-1	aDG glyco up	Vif imaging	Exocytosis inh	TRPM1 prom inh	HIF-2a inh	PDI turbidity	NR2E3 ag-2	CaV13 FRET inh
- O=C(Nc1ccnn1C1CCN(Cc2cccc(OCCO)c2)CC1)C1CCOC1 (configuration not stated)
    -0.4	3	-10	0.0	-4	-17	-1	-1	6	1	-6
- O=C(COc1ccc(Cl)cc1Cl)NCc1ccncc1
    -0.9	-7	-5	0.0	-5	-1	2	-11	-6	.	-9
- Oc1c(Br)cccc1/C=N/c1ncn[nH]1
    -0.3	0	-22	-0.2	.	11	5	19	3	0	-5
- CCCNC(=O)C1(C)CCCN(C(=O)c2cc(C)n(C(C)(C)C)n2)C1 (configuration not stated)
    -1.8	-2	-37	-0.1	.	2	.	2	6	.	-6
- Clc1ccc(-c2c[n+](Cc3ccc(Br)cc3)c3n2CCCCC3)cc1
    -0.2	-4	-6	0.1	-4	4	30	17	5	-3	-5
- Cc1ccccc1C(=O)Nc1ccc(O)cc1C(=O)O
    -0.4	-9	24	0.0	6	-1	0	16	14	1	-2
- COc1ccc(C(CNC(=O)COc2c(C)cc(C)cc2C)N2CCOCC2)cc1 (configuration not stated)
    0.0	4	-26	0.5	6	4	8	3	-7	2	-5
- O=C(c1ccc(F)cc1Cl)N1CCN(S(=O)(=O)c2cccs2)CC1
    -0.4	14	3	-0.1	-10	0	5	16	2	-2	-10
- Cn1nc(NC(=O)C2CCC2C(=O)O)c2c(F)cccc21 (configuration not stated)
    0.6	-2	8	-0.1	13	8	8	7	-2	1	-20
- COc1ccccc1-c1n[nH]nc1C1=CC(=O)CC(C)(C)C1
    -3.4	-14	-19	0.0	-2	-4	.	6	8	.	-3
- O=C(NCc1ccco1)c1ccc(Cl)c(S(=O)(=O)Nc2ccccc2)c1
    -0.1	2	10	-0.4	3	-1	9	13	1	0	-5
- COc1cc2c(cc1OC)C(c1cc(OC)c(OC)c(OC)c1)C1(O)C(=O)OCC1(O)C2 (configuration not stated)
    0.9	-8	-3	-0.1	2	-16	3	9	-5	.	-6
- Cc1cccc2cc(-c3nc4ccc(C(=O)O)cc4[nH]3)c(=O)oc12
    -0.9	22	-139	-0.2	7	2	51	-24	11	-1	.
- COc1ccc(/C=N\Nc2ccc([N+](=O)[O-])cc2[N+](=O)[O-])c(C(=O)O)c1OC
    -0.7	3	-5	-0.2	-2	0	10	-13	-2	1	-6
- COc1cccc(CN2CC(C(=O)N(C)CC3CCOCC3)CCC2=O)c1 (configuration not stated)
    0.4	-1	-22	-0.1	-2	3	-5	2	-4	0	-3

# Additional structures.
# Every second line gives: hiPSC survival	Peg3 promoter	NR2E3 ag-1	aDG glyco up	Vif imaging	Exocytosis inh	TRPM1 prom inh	HIF-2a inh	PDI turbidity	NR2E3 ag-2	CaV13 FRET inh
- CCCCCCSc1ncc(C#N)c(N)n1
    1.2	-86	-25	0.1	.	-2	-17	-88	9	2	-4
- N#CCC(=O)Nc1ccc(C(=O)NCc2cccc(Cl)c2)cc1
    1.6	42	-16	0.0	2	1	13	17	3	-1	-6
- Cn1cc(C2N3CC4(C)CN2CC(C)(C3)C4=O)c2ccccc21 (configuration not stated)
    -1.9	8	9	0.0	-12	-1	7	13	-4	-3	3
- CNC(=O)c1ccc(CN(C)C(=O)/C=C/c2ccc(S(=O)(=O)N3CCCCCC3)cc2)cc1
    -0.3	16	-8	0.0	-7	0	.	18	10	.	-6
- NC(=O)[C@@H]1CCCCNc2c(I)cc([N+](=O)[O-])cc2C(=O)N[C@@H](CCC(=O)O)C(=O)N[C@@H](CO)C(=O)N1
    2.4	4	-19	-0.2	-4	0	-7	-4	0	0	-8
- Cc1cccc(C(=O)NNC(=O)C2CC2)c1
    0.4	5	-29	0.2	4	0	-1	5	-1	-4	-4
- COc1ccc2cc(CN(CC3CCCO3)C(=S)NCc3ccco3)c(=O)[nH]c2c1 (configuration not stated)
    0.7	-175	1	-0.2	-1	-1	20	-14	3	4	-7
- Cc1cccc(NC(=O)CN2C(=O)N/C(=C\c3cccn3-c3cccc(C(=O)O)c3)C2=O)c1
    3.2	18	-2	0.3	1	0	-1	6	-6	-1	-5
- COc1ccc2c(c1)C1(Nc3ccccc3-c3nc4ccccc4n31)C(=O)N2 (configuration not stated)
    7.6	6	-9	-0.2	-20	-12	5	8	3	2	-5
- C=CC1=C(C(=O)O)N2C(=O)[C@@H](NC(=O)/C(=N\OCC(=O)O)c3csc(N)n3)[C@H]2SC1
    -2.4	0	15	0.0	5	-4	-3	8	-9	.	-6
- O=C(CCNS(=O)(=O)c1cccs1)NCc1cccs1
    5.2	-3	3	-0.1	-1	-1	7	4	5	5	-4
- COc1ccc(Br)c(C(=O)NC(C)(C)CO)c1
    -0.3	15	14	0.0	-3	2	4	21	0	4	-18
- O=C(Nc1ccc2oc(-c3ccccc3)nc2c1)c1ccccc1F
    0.7	-266	-172	0.2	-16	0	-68	-241	10	-1	0
- Cc1cc(C)n(-c2ccc(C(=O)NCCCN3CCOCC3)cc2)n1
    1.8	-2	-7	-0.4	0	0	12	3	-1	0	-5
- Cn1c(=O)oc2cc(S(=O)(=O)CCC(=O)NCCc3ccccc3)ccc21
    -0.4	-17	-31	-0.1	6	-1	-3	-12	-8	0	-4
- COc1ccc(O)c(C(=O)c2cnn(C(=O)c3cc(C)oc3C)c2)c1
    -2.8	-16	-27	0.0	3	1	-3	-17	8	0	-4
- O=C(NNC(=O)c1ccncc1)c1ccccc1
    0.1	-10	-3	0.0	37	3	-2	10	-7	-3	-5

# Full records, quoted from the list. Order of values: hiPSC survival | Peg3 promoter | NR2E3 ag-1 | aDG glyco up | Vif imaging | Exocytosis inh | TRPM1 prom inh | HIF-2a inh | PDI turbidity | NR2E3 ag-2 | CaV13 FRET inh
# O=C(Nc1ccc2oc(-c3ccccc3)nc2c1)c1ccccc1F is listed as 0.7 | -266 | -172 | 0.2 | -16 | 0 | -68 | -241 | 10 | -1 | 0
# COc1ccc(O)c(C(=O)c2cnn(C(=O)c3cc(C)oc3C)c2)c1 is listed as -2.8 | -16 | -27 | 0.0 | 3 | 1 | -3 | -17 | 8 | 0 | -4
